High-throughput results (PubChem)
AT treatment: potential ataxia-telangiectasia treatments restoring KAP-1 phosphorylation. […] A-T fibroblasts, KAP-1 phosphorylation AlphaLISA; neocarzinostatin DNA damage 30 min before lysis. Potency, µM (doses to about 57.5 µM), for inactives: at the highest dose activation, most hits filed as activators. actives 0.19% (n = 320,000); note: potency is the fitted concentration of half-maximal effect; % of control where 0% means no effect; nearly all actives have a fitted effect of over 45% in size
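ATM-like activity read as KAP-1 phosphorylation via AlphaLISA donor/acceptor antibody pairs after lysis and 6 hr at 25C. Cells were ATM-null patient fibroblasts ([…], hTERT), dosed 60 min, then exposed to the DSB inducer NCS for 30 min.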
TSG101-PTAP inh: blocks PTAP/TSG101 interaction to inhibit HIV-1 budding; 340,000 tested, under 10 active; Potency, µM (series often up to 115 µM), without a hit: at the highest dose activity change, negative = inhibition, usual class: inhibitors; Fluorescence polarization, FITC-PTAP peptide / Tsg101 binding; active = well fitted inhibition curve with a large enough effect in the main read-out, with a control signal flat, not every such curve was filed as active; inconclusive = small, poorly fitted or top-dose-only effect, or effect the other way, or a change in a side signal; inactive = no such curve, though single readings can be large or run the other way; note: potency is the fitted concentration of half-maximal effect; % of control where 0% means no effect
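Fluorescence anisotropy tracks displacement of a FITC-tagged PTAP peptide (50 nM) from the Tsg101 binding domain (10 uM), following a 20 min room-temperature incubation at pH 7.5.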
Integrin act MD: activators of alpha7 integrin expression for muscular dystrophy | Potency, µM (top dose mostly 38.3 µM), without a hit: top-dose activation, hits mostly activators | alpha7betagal myoblasts, beta-gal FDG fluorescence, 48 h | AID 624291 | actives 0.064% (n = 350,000);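 note: potency is the fitted concentration of half-maximal effect; 100% = response of the positive control SU9516; nearly all actives have a fitted effect of over 60% in size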
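alpha7betagal+/- myoblasts (passage 13, 250/well) treated 48 h at 37C with compounds at 1:260 dilution of DMSO stock. Lysed, then beta-galactosidase activity read as FDG fluorescence (ex 480/em 540) after 30 min, with pre-read for autofluorescence.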
MBNL1-CUG inh: blocks human MBNL1 binding to CUG repeat RNA; actives 0.036% (n = 280,000); Potency, µM (doses to about 57.5 µM), for inactives: at the highest dose activity change, negative = inhibition, hits mostly inhibitors; TR-FRET MBNL1-His/biotin-(CUG)12 binding, 665/545 ratio; Q9NR56; AID 2675; active = well fitted inhibition curve with a large enough effect in the signal ratio, with a control signal flat, not every such curve was filed as active; inconclusive = small, poorly fitted or top-dose-only effect, or effect the other way, or a change in a side signal; inactive = no such curve, though single readings can be large or run the other way; the % refers to the signal ratio; note: potency is the fitted concentration of half-maximal effect; % is set by controls: 0 for no effect and ±100 for the full control effect
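Inhibition of protein-RNA binding appears as loss of TR-FRET between terbium anti-His antibody on MBNL1-His and streptavidin-XL665 on biotin-(CUG)12. Activity is normalized to buffer-only and uninhibited-complex controls.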
ASM inhibitor: inhibitors of human secretory acid sphingomyelinase; actives 0.006% (n = 340,000); Potency, µM (doses to about 57.5 µM), without a hit: top-dose activity change, negative = inhibition, hits mostly inhibitors; placental ASM, HMU-PC fluorogenic substrate, 60 min; note: potency is the fitted concentration of half-maximal effect
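Fluorogenic HMU-PC substrate (9 uM final) is turned over by placental ASM in 60 min at 37 C after a 10 min compound preincubation. Reaction ended by alkaline stop (pH 10), with fluorescence read at 386/447 nm.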
Menin-MLL TR inh: menin-MLL binding inhibition, Texas Red mutant peptide. Menin + Texas Red MLL mutant peptide, fluorescence polarization. O00255. Potency, µM (highest dose often 61.6 µM), for the others: at the top dose FP activity change, negative = inhibition, hits mostly inhibitors. actives 0.23% (n = 270,000); active = well fitted inhibition curve with a large enough effect in the polarisation, with a control signal flat, not every such curve was filed as active; inconclusive = small, poorly fitted or top-dose-only effect, or effect the other way, or a change in a side signal; inactive = no such curve, though single readings can be large or run the other way; the % refers to the polarisation; note: potency is the fitted concentration of half-maximal effect; % of control where 0% means no effect; many of its hits are not listed in these tables
CXXC DNA block: MLL CXXC-DNA interaction inhibition | AID 2662 | Q03164 | MLL-CXXC / FITC-HOXA9 DNA fluorescence polarization | actives 0.037% (n = 290,000) | Potency, µM (doses to about 115 µM), for inactives: at the highest dose activity change, negative = inhibition, actives largely listed as inhibitors; active = well fitted inhibition curve with a large enough effect in the polarisation, with a control signal flat, not every such curve was filed as active; inconclusive = small, poorly fitted or top-dose-only effect, or effect the other way, or a change in a side signal; inactive = no such curve, though single readings can be large or run the other way; the % refers to the polarisation; note: potency is the fitted concentration of half-maximal effect
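Fluorescence polarization: 7 uM MLL-CXXC (stock) preincubated 5 min with compounds, then 50 nM fluorescein-HOX-A9 DNA (stock) added; 30 min ambient. Buffer 50 mM Tris-HCl pH 7.5, 50 mM NaCl, 1 mM DTT, 0.05% BSA.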
TCR act: T cell receptor activation | AID 504894 | 330,000 tested, under 10 active | Potency, µM (series often up to 9.22 µM), for the others: at the top dose activation of IL-2 secretion, hits mostly activators | primary human leukocytes, anti-CD3, IL-2 HTRF, 48 h; note: % of control where 0% means no effect
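48 hr co-incubation of compounds, a-CD3 beads and primary human leukocytes; IL-2 quantified homogeneously by HTRF with anti-IL-2 K and d2 conjugates.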
TSHR antag: blocks TSH signaling through the human TSH receptor. TSHR-expressing cells, TSH-stimulated cAMP HTRF, 2 h; stronger effect = lower value. activity change, negative = inhibition, % at 11.5 µM. actives 0.2% (n = 330,000);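 active = activity change below a set negative limit, meaning inhibition stronger than a set level, cut at about -70% in these data; inconclusive = activity change between two set negative limits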; note: % is set by controls: 0 for no effect and ±100 for the full control effect
Target sequence (P16473 whole entry, looked up): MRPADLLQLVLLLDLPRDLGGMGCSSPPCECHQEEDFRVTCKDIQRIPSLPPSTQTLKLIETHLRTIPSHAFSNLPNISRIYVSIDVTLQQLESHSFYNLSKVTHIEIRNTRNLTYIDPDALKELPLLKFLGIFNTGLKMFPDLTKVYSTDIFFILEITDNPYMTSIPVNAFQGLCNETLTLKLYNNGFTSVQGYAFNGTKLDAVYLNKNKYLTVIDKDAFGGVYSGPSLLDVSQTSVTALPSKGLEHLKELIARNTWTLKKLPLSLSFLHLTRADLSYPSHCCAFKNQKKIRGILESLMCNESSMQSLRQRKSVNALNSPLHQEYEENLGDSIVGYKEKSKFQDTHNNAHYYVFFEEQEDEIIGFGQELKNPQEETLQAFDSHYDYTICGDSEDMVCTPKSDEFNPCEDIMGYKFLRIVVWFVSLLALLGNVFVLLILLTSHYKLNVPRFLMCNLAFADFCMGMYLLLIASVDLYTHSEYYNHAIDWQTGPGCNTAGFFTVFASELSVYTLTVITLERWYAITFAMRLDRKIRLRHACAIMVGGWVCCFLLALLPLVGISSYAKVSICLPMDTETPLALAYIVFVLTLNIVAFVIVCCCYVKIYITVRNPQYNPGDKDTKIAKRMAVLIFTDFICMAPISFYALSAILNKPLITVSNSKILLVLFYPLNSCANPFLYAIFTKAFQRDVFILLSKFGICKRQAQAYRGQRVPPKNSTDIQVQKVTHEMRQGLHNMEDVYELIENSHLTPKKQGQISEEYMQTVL
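Antagonism was scored as loss of TSH-driven cAMP in TSHR cells, stimulated with 4nM TSH (EC80) for 2 hours at 37 deg C and detected by homogeneous HTRF competition immunoassay.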
Mito fusion act: inhibitors of mitochondrial division or activators of mitochondrial fusion. S. cerevisiae fusion-defective mutant growth rescue, CellTiterGlo 48 h. Potency, µM (top dose mostly 46.1 µM), inactives show at the top dose growth rescue (activation), usual class: activators. actives 0.23% (n = 320,000). AID 485298;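 note: potency is the fitted concentration of half-maximal effect; % of control where 0% means no effect; nearly all actives have a fitted effect of over 45% in size; temperature-sensitive fusion mutants such as fzo1-1 at 37 °C on non-fermentable ethanol glycerol medium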
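Temperature-sensitive fusion-defective S. cerevisiae (e.g. fzo1-1, mgm1-5) were grown with compound in YPEG medium (3% ethanol, 3% glycerol) for 48 hours at 37C. Growth rescue was measured as viability by CellTiterGlo luminescence after 10 minutes at ambient.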
* = called active by the depositor; ? = inconclusive; . = no result given; [ ] = dose if it differs, or a comment. Unless noted, calls come from the whole dose curve; as a rule, active = well fitted curve in the direction sought with a large enough effect; inconclusive = small, poorly fitted or top-dose-only effect, or another doubt; inactive = no such curve, though single readings can be large; an effect the other way counts as inactive or inconclusive. An excerpt (hit frequency here may not be typical).

SMILES	AT treatment	TSG101-PTAP inh	Integrin act MD	MBNL1-CUG inh	ASM inhibitor	Menin-MLL TR inh	CXXC DNA block	TCR act	TSHR antag	Mito fusion act
Fc1ccccc1CN1CCN(c2ccc(Cl)cc2)CC1	-17%	-6%	-2%	-10%	-8%	-11%	?	-14%	-7	9%
COC(=O)C1=C(c2cccc(OCc3ccccc3)c2)C[C@@H]2CC[C@H]1N2C(=O)NCc1ccc([N+](=O)[O-])cc1	7%	-5%	-14%	.	3%	.	.	7%	3	13%
CCOC(=O)Cn1cc([N+](=O)[O-])nc1[N+](=O)[O-]	2%	3%	-58%[inhibitor]	?	-2%	-23%	0%	-1%	0	-20%
COc1ccccc1NC(=O)c1cn(CCC#N)nc1-c1cccc(Cl)c1	-14%	-4%	-10%	4%	-4%	14%	29%	-5%	4	5%
CC(=O)OC(C)(C)/C=C/C(=O)C(C)(O)C1C(O)CC2(C)C3CC=C4C(CC(O)C(=O)C4(C)C)C3(C)C(=O)CC12C (centres undefined)	.	-2%	?	.	1%	.	.	-3%	.	.
COC(=O)N(C)c1ccc(C(O)(C(=O)OC)C(F)(F)F)cc1 (centres undefined)	0%	1%	-17%	-16%	2%	3%	5%	2%[46.1 µM]	1	-1%
Cc1ccc(N2C(=O)NC(=O)/C(=C/c3ccc(-c4ccc(C(=O)O)c(Cl)c4)o3)C2=O)cc1	-1%	-6%	19%	2%	2%	28%	?	2%	-3	15%
CN1CCN(Cc2cn3cccnc3n2)CC1	1%	-2%	18%	3%	0%	5%	5%	-6%	0	-2%
CCc1ccc(CNCCc2c[nH]c3ccccc23)cc1	11%	-7%	-4%	-4%	-2%	0%	30%[activator]	-7%	4	-3%
NC(Cc1ccc(O)cc1)C(=O)NN=Cc1ccc(N(CCCl)CCCl)cc1 (centres undefined)	.	-4%	-17%	.	21%	.	.	-1%	.	.
CN1C(=O)C(=Cc2ccc(N3CCOCC3)c([N+](=O)[O-])c2)C(=O)N(C)C1=O	-1%	.	.	?	.	23%	5%	.	-1	-1%
C/C=C1\CN2[C@H]3C[C@@]45c6ccccc6N(C)[C@H]4[C@@H]2CC1C3[C@H]5O (some centres undefined)	.	-3%	10%	.	-1%	.	.	0%	.	.
CC12CC(=O)C3C(CCC4CC=CCC43C)C1CCC2=O (centres undefined)	.	-2%	2%	.	-1%	.	.	-3%	.	.
CC1(C)CCCN1CCC(C(N)=O)(c1ccccc1)c1ccccc1	.	-4%	0%	.	7%	.	.	-3%	.	.
C1=CC(Cc2cncs2)c2ccccc21 (centres undefined)	-1%	0%	12%	.	4%	.	.	-2%	5	-6%
CC[N+](C)(CC)CCCOC(=O)C(O)(c1ccccc1)C1CCCCC1 (centres undefined)	.	1%	-12%	17%	-2%	0%	2%	4%[46.1 µM]	1	-1%
CCOP(=O)(OCC)C(CC)N1CCOCC1 (centres undefined)	.	-7%	-30%	-2%	0%	0%	11%	8%	4	-1%
COCCOC(=O)c1c(C)oc2ccc(OC(=O)N(C)C)cc12	-1%	0%	7%	-3%	2%	-7%	4%	-5%	9	5%
O=C1CC(=O)N(c2ccc(Cl)cc2)C(=O)N1	-4%	-6%	-8%	3%	4%	5%	7%	.	1	1%
O=C1/C(=C/c2ccccc2Cl)N2CCC1CC2	2%	-9%	-19%	-16%	-2%	.	-3%	-11%	-6	-8%
N#CC1c2ccccc2-n2nncc2CN1S(=O)(=O)c1cc(Cl)cc(Cl)c1 (centres undefined)	.	-7%	16%	.	13%	.	.	7%	.	.
CCCCCCn1c(O)c(C=NC2CCN(Cc3ccccc3)CC2)c(=O)[nH]c1=O	0%	-1%	3%	-3%	0%	?	3%	3%	-5	4%
S=c1[nH]nc(Cn2c(-c3ccccn3)nc3ccccc32)n1-c1ccc2c(c1)OCCO2	?	-1%	14%	2%	3%	.	-5%	-3%	33	-16%
O=c1[nH]c(=O)n(Cc2ccccc2)c(O)c1C=NCCN1CCNCC1	6%	-5%	16%	-1%	-8%	-5%	-1%	4%	7	0%
O=c1[nH]c(=O)n(Cc2ccccc2)c(O)c1C=Nc1ccc(CN2CCOCC2)cc1	7%	6%	24%	-8%	9%	-1%	-1%	2%	19	-4%
N[C@@H](Cn1oc(=O)[nH]c1=O)C(=O)O	.	-7%	.	.	3%	-7%	-10%	0%	8	-24%
COc1ccc(S(=O)(=O)Cc2ccc(C(=O)N3CCC4(CC3)OCCO4)o2)cc1	.	-9%	9%	-2%	0%	0%	1%	0%	5	-1%
O=C1CCCN1c1ccc(S(=O)(=O)O)cc1 (tested in a mixture with another compound)	1%	0%	5%	.	4%	-1%	5%	-11%	3	-4%
Cn1c(O)c(C=Nc2ccc(Cl)cc2)c(=O)n(C)c1=O	-5%	-1%	8%	1%	0%	19%	0%	-1%	-6	-3%
Oc1ccc(CC2CC3CCN2CC3)cc1O (centres undefined)	-8%	-8%	7%	0%	7%	0%	-27%	9%	-9	1%
O=P(/C(=N/O)N1CCCCC1)(N1CCOCC1)N1CCOCC1	3%	-4%	-19%	-1%	0%	0%	8%	6%	-4	0%
Cc1cccc(NC(=O)N2CC3CC(C2)c2cccc(=O)n2C3)c1 (centres undefined)	7%	-5%	4%	-5%	4%	.	1%	-1%	21	-1%
Cn1cccc1/C=C1\C(=O)NC(=O)N(CCC2=CCCCC2)C1=O	-6%	8%	13%	-2%	-4%	?	0%	-5%[46.1 µM]	-12	-1%
Cc1ccc2nc3c(cc2c1)CC1(C(=O)N(C)C(=O)N(C)C1=O)C1COCCN31 (centres undefined)	6%	-1%	-6%	-10%	8%	-6%	0%	3%	2	0%
Cc1c2cnn(CC(=O)N3CCC4(CC3)OCCO4)c(=O)c2c(C)n1Cc1ccccc1F	-5%	-2%	4%	11%	4%	-19%	-4%	0%	-1	-4%
Cc1ccc(CN2CCCN(Cc3ccc(C)cc3)S2(=O)=O)cc1	19%	-3%	-16%	-5%	-2%	18%	?	-6%	6	5%
CC(=O)OC1C=CC2[C@H]3Cc4ccc(O)c5c4[C@@]2(CCN3C)C1O5 (some centres undefined)	9%	-1%	.	.	7%	.	.	0%	-6	.
COc1cccc(N2C(=O)NC(=O)/C(=C/c3ccc([N+](=O)[O-])s3)C2=O)c1	-2%	-2%	-15%	?	-16%	.	?	5%	-1	1%
COc1ccc(C2C(C#N)=C(N)Oc3c2c(=O)oc2ccccc32)cc1Cn1cc([N+](=O)[O-])cn1 (centres undefined)	-4%	0%	-5%	11%	-10%	?	-5%	-2%	9	2%
COc1cc(O)cc2c1C(=O)O[C@@H](C)CCCC(=O)CCCCC2	-14%	-6%	-11%	-9%	0%	-21%	-6%	8%	10	-2%
Cc1ccc(C(O)P(=O)(OCCC(C)C)c2ccc(N(C)C)cc2)cc1 (centres undefined)	14%	0%	-21%	-6%	0%	?	-11%	-1%	0	21%

Part of the list above in order of heavy-atom count, smallest number first.
SMILES	AT treatment	TSG101-PTAP inh	Integrin act MD	MBNL1-CUG inh	ASM inhibitor	Menin-MLL TR inh	CXXC DNA block	TCR act	TSHR antag	Mito fusion act
N[C@@H](Cn1oc(=O)[nH]c1=O)C(=O)O	.	-7%	.	.	3%	-7%	-10%	0%	8	-24%
O=C1CCCN1c1ccc(S(=O)(=O)O)cc1 (tested in a mixture with another compound)	1%	0%	5%	.	4%	-1%	5%	-11%	3	-4%
Cn1c(O)c(C=Nc2ccc(Cl)cc2)c(=O)n(C)c1=O	-5%	-1%	8%	1%	0%	19%	0%	-1%	-6	-3%
Cn1cccc1/C=C1\C(=O)NC(=O)N(CCC2=CCCCC2)C1=O	-6%	8%	13%	-2%	-4%	?	0%	-5%[46.1 µM]	-12	-1%
COc1cccc(N2C(=O)NC(=O)/C(=C/c3ccc([N+](=O)[O-])s3)C2=O)c1	-2%	-2%	-15%	?	-16%	.	?	5%	-1	1%
N#CC1c2ccccc2-n2nncc2CN1S(=O)(=O)c1cc(Cl)cc(Cl)c1 (centres undefined)	.	-7%	16%	.	13%	.	.	7%	.	.
CCCCCCn1c(O)c(C=NC2CCN(Cc3ccccc3)CC2)c(=O)[nH]c1=O	0%	-1%	3%	-3%	0%	?	3%	3%	-5	4%
